TDP1 cell noCPT = qHTS for Inhibitors of human tyrosyl-DNA phosphodiesterase 1 (TDP1): qHTS in cells in absence of CPT. DT40 Tdp1-/- hTDP1 cells, no CPT, ATP luminescence, 48 h. Potency, µM (titrated, usually from 46.2 µM), for the others: at the highest dose activity change, negative = growth inhibition, usual class: inhibitors. 15% of 420,000 active. AID 686978, 2013; active = well fitted inhibition curve with a large enough effect; inconclusive = small, poorly fitted or top-dose-only effect; note: nearly all actives have a fitted effect of over 55% in size
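No-CPT arm: Tdp1-/-;hTDP1 DT40 cells (400/well) plus compounds, incubated ≥48 hr at 37 °C. Readout CellTiter-Glo luminescence.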
The depositor's hits bear a star; u = inconclusive. % is set by controls: 0 for no effect and ±100 for the full control effect; potency is the fitted concentration of half-maximal effect. Some of the compounds tested; the hit share may differ from the screen's.

SMILES	TDP1 cell noCPT
CC(C)c1ccc(C(C(C(=O)c2ccccc2)N2CCOCC2)N2CCOCC2)cc1 (configuration not stated)	-1%
CCC(C(=O)Nc1ccc(S(=O)(=O)N2CCN(C)CC2)cc1)c1ccccc1 (configuration not stated)	-1%
CN(C)N=Nc1ccc(S(=O)(=O)N2CCSC2C(=O)O)cc1 (configuration not stated)	-5%
CCOc1ccccc1-c1cncc(NC)n1	-26%
CCCCN1CC(COCc2ccccc2)Oc2cccc(OCc3ccc(OC)cc3)c2S1(=O)=O (configuration not stated)	4.1µM*
COC(=O)c1ccc(C2NC(c3ccc4c(c3)OCO4)=CC(c3ccccc3O)N2)cc1 (configuration not stated)	6.3µM*
Brc1ccc[n+](CCc2ccccc2)c1	-24%
CCc1nc2cc(C(=O)N3CCC[C@H]3C(=O)OC)cc(NC(=O)c3ccccc3OC)c2n1C	-21%
CCCCCC(=O)N1C[C@@H](O)[C@H](n2cc(C3CC3)nn2)C[C@@H]1c1ccc(OC)cc1	-10%
CCc1nc2c(OCc3ccc(F)c(F)c3)cccn2c1N(C)C(=O)C(C)C	u
Cc1ccc(NC(=O)c2ccc(Cl)c(S(=O)(=O)N3CCc4ccccc43)c2)nc1	26µM*
COc1cc(OC)c(C(=O)c2ccccc2[N+](=O)[O-])c(OC)c1	-20%
c1ccc2c(c1)CN1C(=N2)COc2ccccc2C1c1nc2ccccc2[nH]1 (configuration not stated)	-17%
COc1cccc(-c2nc(CN3CCN(C(=O)c4ccco4)CC3)c(C)o2)c1OC	u
Cc1ccccc1CN1CCc2nnc(C(C)NC(=O)c3cc(F)ccc3F)n2CC1 (configuration not stated)	0%
CC(CNCCCn1ccc(NC(=O)OCc2ccccc2)nc1=O)c1ccccc1 (configuration not stated)	u
CC1=C(C(=O)N2CCOCC2)CC(CC(=O)NCc2cccs2)C(=O)N1Cc1ccc(C(C)(C)C)cc1 (configuration not stated)	u
COc1cc(=O)n2c(c1C(=O)NCc1ccsc1)CCN(Cc1nc3ccccc3[nH]1)CC2	0%
CCOc1ccccc1C(=O)NCC(=O)N(C)CC(=O)Nc1ccc(N2CCOCC2)cc1	1%
CC(C)(C)c1ccc(CC(=O)N2CCC2(C)C(=O)NS(=O)(=O)c2cccc(OC(F)F)c2)cc1 (configuration not stated)	-6%

Individual results from the results shown.
For TDP1 cell noCPT, COc1cc(OC)c(C(=O)c2ccccc2[N+](=O)[O-])c(OC)c1 is listed with -20%
For TDP1 cell noCPT, Cc1ccccc1CN1CCc2nnc(C(C)NC(=O)c3cc(F)ccc3F)n2CC1 (configuration not stated) is listed with 0%
For TDP1 cell noCPT, c1ccc2c(c1)CN1C(=N2)COc2ccccc2C1c1nc2ccccc2[nH]1 (configuration not stated) is listed with -17%

Following part
SMILES	TDP1 cell noCPT
CC1CC(C)(C)CC2(C1)NC(=O)N(CC(=O)Nc1cc(C(F)(F)F)ccc1N1CCCCC1)C2=O (configuration not stated)	u
COc1cc(OC)cc(C2=Cc3ccc(OC)cc3C(CC(C)=O)N2c2ccc(-c3cccs3)cc2)c1 (configuration not stated)	8.2µM*
COc1ccc(CNC(=O)CC[C@H]2O[C@@H](n3cnc4c(NC(=O)c5ccccc5)ncnc43)[C@H](O)[C@@H]2O)cc1	-13%
O=C(O)c1ccc(CN2C[C@@H](CO)O[C@@H](n3cnc4c(N5CCOCC5)ncnc43)C2)cc1	0%
O=C1N[C@@H](Cc2ccccc2)C(=O)N2[C@@H]3N(S(=O)(=O)c4ccc(F)cc4)c4ccccc4[C@]3(Br)C[C@@H]12	u
Nc1ncnc2c1ncn2[C@@H]1O[C@H](C(=O)NS(=O)(=O)c2cccc(F)c2)[C@@H](O)[C@H]1O	6%
COc1cc(OC)c(C(=O)Nc2ncn[nH]2)cc1OC	-8%
CCOc1nc(-c2ccccc2)ncc1Oc1ccccc1	-10%
Cn1c(=O)c2cc(NC(=O)CCc3ccc(O)cc3)ccc2n1Cc1cccc(C(F)(F)F)c1	21µM*
CC(=O)c1cccc(-c2ccnc3c2CC(C(=O)NCc2ccc(N4CCN(C)CC4)cc2)O3)c1 (configuration not stated)	u

Some of the entries so far, field by field.
> COc1cc(OC)c(C(=O)Nc2ncn[nH]2)cc1OC
  TDP1 cell noCPT: -8%
> CCOc1nc(-c2ccccc2)ncc1Oc1ccccc1
  TDP1 cell noCPT: -10%
> Cn1c(=O)c2cc(NC(=O)CCc3ccc(O)cc3)ccc2n1Cc1cccc(C(F)(F)F)c1
  TDP1 cell noCPT: 21µM*
> CC(=O)c1cccc(-c2ccnc3c2CC(C(=O)NCc2ccc(N4CCN(C)CC4)cc2)O3)c1 (configuration not stated)
  TDP1 cell noCPT: u

(continued)
SMILES	TDP1 cell noCPT
COC1=CC(=O)OC(c2ccccc2)C1 (configuration not stated)	4%
COc1ccccc1N(CC(=O)N1CCN(Cc2ccccc2)CC1)S(=O)(=O)c1ccccc1	16µM*
CCc1ccc(NC(=O)N2CCN(c3nnc(C)c4c(C)n(-c5ccc(Cl)cc5)nc34)CC2)cc1	23µM*
CC(C)=CCc1ccc(O)c(=O)cc1C(C)C	21µM*
C[C@H]1CN([C@@H](C)CO)C(=O)CCCn2cc(nn2)CO[C@@H]1CN(C)C(=O)Nc1ccccc1F	u
CCCCC(=O)N(C)c1c(CC)nc2c(OCCC)cccn12	-23%
CC(C)NC(=O)C1(C)CCCCN1Cc1cccc(C(F)(F)F)c1 (configuration not stated)	u
O=C1c2ccccc2C(c2nnnn2Cc2ccccc2)N1CCc1ccccc1F (configuration not stated)	-23%
CNC(=O)C[C@H]1C(=O)N(c2ccc(OC)cc2)C[C@@H]1Cc1ccccc1	-17%
COc1ccc(Cl)c(-c2cc(C(=O)Nc3ccccc3)[nH]n2)c1	16µM*
COCCNC(=O)C1CCCN(C(=O)COc2ccc(C(C)(C)C)cc2)CC1 (configuration not stated)	u
c1ccc2sc(N3CCCCC3)nc2c1	-3%
O=C(c1cccs1)N1C[C@H](O)[C@@H](n2cc(-c3ccc(F)cc3)nn2)C[C@@H]1c1ccccc1	-9%
O=C(CN1C(=O)C2C3C=CC(C3)C2C1=O)OCC(=O)c1ccc(Cl)c([N+](=O)[O-])c1 (configuration not stated)	u
COc1ccc(-c2nc3cc(C)ccc3cc2CN(C(=O)c2cccs2)C2CC2)cc1OC	13µM*
CC(=O)NCCNc1nc2cc(-c3ccccc3CO)sc2c(=O)n1C	-15%
CC(=O)Nc1cc(C(=O)N2CCc3c(Cl)cccc3C2)cc2ncn(CCc3ccccn3)c12	-27%
Cc1ccc(NC(=O)COC(=O)Cc2c[nH]c3ccccc23)cc1	-15%
CC(=NNC(=O)c1ccncc1)c1ccccc1Cl	7%
COCCNC(=O)C1CCCN(C(=O)c2cc(-c3cccs3)oc2C)CC1 (configuration not stated)	-14%
CC1(C)OC(=O)C2=C(C[C@@H](C3CCCCC3)O[C@H]2c2ccc(Cl)cc2)O1	u
CC(=O)N1CC2(CC(c3ccccc3F)=NO2)CN1c1ccc(Cl)cc1 (configuration not stated)	u
COc1cccc(C(Nc2ccccc2)c2ccc3ccc(C)nc3c2O)c1 (configuration not stated)	5.2µM*
Cc1cccc(C)c1NC(=O)CN(C)CCc1ccccc1	u
CSc1ccc(CN2CCC(C)(Oc3cnc(Cl)c4ccccc34)C2)cc1 (configuration not stated)	u
COCCNC(=O)C1(C)CCCN(Cc2noc(-c3ccccc3OC)n2)C1 (configuration not stated)	u
C[C@@H]1CN(Cc2ccc3c(c2)CN(Cc2cccn2-c2ccc(Cl)cn2)CCO3)C[C@H](C)O1	-7%
Cc1ccccc1-c1nc2ccccc2c(=O)n1/N=C/c1ccc([N+](=O)[O-])cc1	-9%
COc1ccc(CN2CCc3nnc(CCc4ccccc4)n3CC2)c(OC)c1C	u
COc1cccc(NC(=O)C2CC(=O)N(c3ccc(Br)cc3)C2)c1 (configuration not stated)	-8%
CC(C)(C)NC(=O)C(c1ccc(-c2ccccc2)cc1)n1c(=O)c(-c2ccccc2)nc2ccccc21 (configuration not stated)	u
COC(=O)C1=C/C=C\CN(C(c2ccccc2)c2ccccc2)/C=C\1C(=O)OC	21µM*
O=C(CSc1ccccn1)NC1CCCc2c1cnn2-c1ccccc1F (configuration not stated)	16µM*
O=C(c1cccc(Cl)c1)N1CCC2CC1c1cc(N3CCOCC3)ccc12 (configuration not stated)	u
CC(C)NC(=O)C1C(c2ccccc2)=Nc2ccccc2N1C(=O)c1cc(Cl)cc(Cl)c1 (configuration not stated)	u
O=C1c2c(Cl)c(Cl)c(Cl)c(Cl)c2C(=O)N1c1nccs1	u
CCOC1=C2CN(S(=O)(=O)c3ccc(C)cc3)C(c3ccc(CC)cc3)CC2N(S(=O)(=O)c2ccc(C)cc2)C(c2ccc(CC)cc2)C1 (configuration not stated)	2.1µM*
COc1ccc(CN(C(C)=O)c2cc(C)c([N+](=O)[O-])cc2OC)cc1OC	u
CCCC(C)(C)C(=O)N1CCC1(C)C(=O)NS(=O)(=O)c1ccc(Br)cc1 (configuration not stated)	-2%
CN(C(=O)c1cccc(NC(=O)Cc2cccc(NC(=O)C3CCN(S(=O)(=O)c4cccc([N+](=O)[O-])c4)CC3)c2)c1)C1CC1	u
O=C(NCc1cc(Cl)cc(Cl)c1)c1ccc2sc([C@@H]3O[C@H](CO)[C@H](O)[C@H](O)[C@H]3O)nc2c1	-1%
CC(=O)N1c2ccccc2N=C(c2ccc3c(c2)OCO3)C1C(=O)NCc1ccccc1 (configuration not stated)	u
N#C/C(=C/c1ccc(-c2ccc([N+](=O)[O-])cc2)o1)C(=O)Nc1nc(-c2cccs2)cs1	u
COc1ccc(NC(=O)[C@@H]2CC=C[C@@H]3CCN(Cc4ccccc4)C(=O)[C@@H]32)cc1	u
CCC(=O)Nc1ccc(S(=O)(=O)NC[C@H]2O[C@@H](n3cnc4c(=O)[nH]c(N)nc43)[C@H](O)[C@@H]2O)cc1	21%
O=C(Nc1ccc(C(O)c2ccccc2)cc1)[C@@H]1O[C@H](CO)[C@@H](O)[C@H]1O (some centres not stated)	1%
Cn1c(=O)c2c(nc(OC3CCCCCC3)n2C)n(C)c1=O	u
c1ccc(-c2cnc(-c3ccccn3)nn2)cc1	u
CNc1c(Br)cc(C(O)C2=CCc3ccccc32)cc1Br (configuration not stated)	4.5µM*
O=C(NNC(=O)C1CC=CCC1)c1cccc(Br)c1 (configuration not stated)	-6%

Part of the list above, as a markdown table.
| SMILES | TDP1 cell noCPT |
| --- | --- |
| O=C(Nc1ccc(C(O)c2ccccc2)cc1)[C@@H]1O[C@H](CO)[C@@H](O)[C@H]1O (some centres not stated) | 1% |
| Cn1c(=O)c2c(nc(OC3CCCCCC3)n2C)n(C)c1=O | u |

(more compounds)
SMILES	TDP1 cell noCPT
O=C1Nc2cc(C(=O)N3CCOCC3)ccc2S/C1=C/c1ccccc1F	u
COc1ccc(C(=O)NCCCCc2ccccc2)cc1	-19%
COc1ccccc1C1CN(CC(=O)N2CCC(N3CCOCC3)CC2)Cc2ccccc2O1 (configuration not stated)	-27%
CC1(C(=O)Nc2ccc3c(c2)OCCO3)CN(S(C)(=O)=O)CC(=O)N1CCc1c[nH]c2ccccc12 (configuration not stated)	-10%
COCC1CCN(Cc2c(C(=O)N3CCOCC3)nc3c(C)cccn23)C1 (configuration not stated)	14%
Cc1cccc2cc(CN(CC3CCCO3)C(=O)c3ccccc3F)c(N(C)C)nc12 (configuration not stated)	-15%
CC1(C)CC(Cc2ccc(Cl)nc2)N(C(=O)OC(C)(C)C)C1 (configuration not stated)	u
CC1(C)CC(=O)C=C(c2ccc(-c3ccc(OC(F)(F)F)cc3)cc2)C1=O	10µM*
COc1cc(C(O)c2nc(-c3ccncc3)cs2)ccc1F (configuration not stated)	23µM*
O=c1ccn([C@@H]2O[C@H](CNCc3ccc(-n4cccn4)cc3)[C@@H](O)[C@H]2O)c(=O)[nH]1	4%

A different layout for 2 compounds above.
molecule: COc1ccccc1C1CN(CC(=O)N2CCC(N3CCOCC3)CC2)Cc2ccccc2O1 (configuration not stated)
  TDP1 cell noCPT: -27%

molecule: CC1(C(=O)Nc2ccc3c(c2)OCCO3)CN(S(C)(=O)=O)CC(=O)N1CCc1c[nH]c2ccccc12 (configuration not stated)
  TDP1 cell noCPT: -10%

Next part
SMILES	TDP1 cell noCPT
Cc1c(C(=O)N2CCC(Cc3ccccc3)CC2)sc2ncnc(NCc3ccccn3)c12	-29%
CN(C)CCCCCCNc1nccc(N2CCN(C)CC2)n1	20µM*
CN(C)C(=O)c1ccc(-c2nnc(OCc3nc4ccccc4n3C)c3ccccc23)cc1	19%
O=C1CC(=C2c3ccccc3-c3ccccc32)C(=O)N1CCN1CCN(c2ccccc2)CC1	u
CC(C)CC(N)c1csc(Nc2ccc(C(=O)c3ccccc3)cc2)n1 (configuration not stated)	16µM*
CSc1nc(C(=O)N2CCc3c(cnc(C)c3CNC(=O)c3ccc4c(c3)OCO4)C2)cs1	0.16µM*
O=C(N/N=C/c1ccc(Cl)c([N+](=O)[O-])c1)c1ccc2c(c1)OCCO2	17%
Cc1ccc(F)c(CNC(=O)C2(C)CCCN2C(=O)C(C)C)c1F (configuration not stated)	-17%
CCOC(=O)C1=CN(CC)S(=O)(=O)NC1CC (configuration not stated)	6%
Cc1cccnc1C(NC(=O)C1CCN(Cc2ccc(Oc3ccccc3)cc2)CC1)c1ccc(F)cc1 (configuration not stated)	u
Cc1cc(C)cc(Cn2cc(CN3CC(N4CCN(CCO)CC4)CS3(=O)=O)nn2)c1 (configuration not stated)	-2%
C[C@H]1CN([C@@H](C)CO)C(=O)CCCn2nncc2CO[C@@H]1CN(C)S(=O)(=O)c1cccc(F)c1	-2%
